Compound activity from PubChem BioAssay.
HT1080-NT tox: qHTS for induction of synthetic lethality in tumor cells producing 2HG: qHTS for the HT-1080-NT fibrosarcoma cell line; HT-1080-NT fibrosarcoma viability, CellTiter-Glo ATP luminescence, 48 h; Potency, µM (series often up to 46.1 µM), inactives show at the highest dose activity, negative = less viability, actives largely listed as cytotoxic; 360,000 tested, 1.6% active; AID 686970, 2013;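 further: NT is the 2HG producing partner of a matched IDH1 knockdown line; potency means the concentration at half of the fitted maximal effect; 0% = DMSO-treated cells and -100% = media-only wells without cells; nearly all actives have a fitted effect of over 55% in size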
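HT-1080-NT; 750 cells/well; 5% FBS RPMI; 48 h compound, 37 degrees C; CellTiter-Glo luminescence; curve fitting and curve-class assignment.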
SW480 rereplic: A quantitative high throughput screen for small molecules that induce DNA re-replication in SW480 colon adenocarcinoma cells. AID 624297, 2012. 340,000 tested, 1.8% active. Potency, µM (top dose mostly 46.1 µM), inactives show at the top dose re-replication activation, actives largely listed as activators. SW480 DNA re-replication, Hoechst DNA content imaging, 48 h; further: potency means the concentration at half of the fitted maximal effect; % of control where 0% means no effect; nearly all actives have a fitted effect of over 55% in size
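Compounds, transferred as 23 nL by pin tool, were incubated with cells for 48 hr; DNA content per nucleus was then quantified by Hoechst staining and fluorescence plate imaging.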
ATXN2 expr inh: Primary qHTS for Inhibitors of ATXN expression; HEK-293 ATXN2-luciferase reporter, luminescence, 24 h; 360,000 tested, 0.72% active; Potency, µM (titrated, usually from 57 µM), for the others: at the top dose activity change, negative = inhibition, hits mostly inhibitors; further: potency means the concentration at half of the fitted maximal effect; on the % scale 0 is the no-effect control and ±100 the full control effect; nearly all actives have a fitted effect of over 55% in size
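ATXN2-luciferase reporter cells (luciferase flanked by upstream and downstream ATXN2 gene portions) were treated 24 h at 37 °C with compounds at up to 57 uM. SteadyGlo luminescence gave expression; GF-AFC fluorescence gave viability.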
IL-1B inflam inh: qHTS for Inhibitors of Inflammasome Signaling: IL-1-beta AlphaLISA Primary Screen | THP-1 LPS/ATP IL-1B secretion, AlphaLISA, 16 h; active compounds read low | activity change, % at 57.5 µM | 360,000 tested, 4.7% active; in the data active means activity change below about -50%; inconclusive means mostly about -30% to -49%; further: on the % scale 0 is the no-effect control and ±100 the full control effect
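THP-1 cells pretreated 1 hr with compounds (up to 57.5 uM final), then stimulated with LPS (250 ng/mL final) plus ATP (1.25 mM final); secreted IL-1B measured by AlphaLISA after 16 hr, decreased signal indicating inhibition.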
KB-3-1 tox: qHTS assay for MDR1-selective chemotherapeutics: Primary screen using the parental adenocarcinoma cell KB-3-1. KB-3-1 viability, CellTiter-Glo ATP luminescence, 72 h. 400,000 tested, 1.4% active. Potency, µM (series often up to 46.1 µM), for the others: top-dose activity change, negative = cytotoxic, usual class: cytotoxic. AID 1347075, 2019; further: potency means the concentration at half of the fitted maximal effect; on the % scale 0 is the no-effect control and ±100 the full control effect; nearly all actives have a fitted effect of over 60% in size
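Cytotoxicity in the drug-sensitive parental line KB-3-1 was scored as loss of CellTiter-Glo luminescence following 72 h incubation with compound. Values come from curve fitting of normalized concentration-response data.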
HT1080 IDH1KD tx: qHTS for induction of synthetic lethality in tumor cells producing 2HG: qHTS for the HT-1080-IDH1KD cell line. HT-1080 IDH1 knockdown viability, ATP luminescence, 48 h. 360,000 tested, 2% active. Potency, µM (highest dose often 46.1 µM), for the others: top-dose activity, negative = toxicity, actives largely listed as cytotoxic. AID 686971, 2013;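 further: potency means the concentration at half of the fitted maximal effect; 0% = DMSO wells and -100% = cell-free medium wells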
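After a 2 h attachment period, IDH1KD HT-1080 cells took pin-transferred compound for 48 h at 37 °C; ATP-based luminescence after 10 min room-temperature reagent incubation reported viability.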
MCF10A rerep: A quantitative high throughput screen for small molecules that induce DNA re-replication in MCF 10a normal breast cells | MCF 10A DNA re-replication, Hoechst nuclear intensity, 48 h | AID 624296, 2012 | 350,000 tested, 2.9% active | Potency, µM (doses to about 46.1 µM), for inactives: at the top dose activity, positive = re-replication, actives largely listed as activators; further: potency means the concentration at half of the fitted maximal effect; % of control where 0% means no effect; nearly all actives have a fitted effect of over 50% in size
HepG2 tox: qHTS for Inhibitors of TGF-b: Cytotox Counterscreen. Potency, µM (top dose mostly 46.1 µM), for inactives: at the top dose activity change, negative = cytotoxicity, usual class: cytotoxic. HepG2 CAGA-GFP viability, ATP luminescence, 18 h. 410,000 tested, 0.76% active. AID 588856, 2011; further: potency means the concentration at half of the fitted maximal effect; some results filed as inactive show a strong effect at the top dose
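CellTiter-Glo luminescence gave cytotoxicity after 18 hours at 37 degrees C. The cells were HepG2 CAGA-GFP in 1% FBS DMEM, stimulated with 500 pg/mL TGF-beta after compound addition. %Activity was normalised to no-cell wells (complete cell-killing) and DMSO (no toxicity), and curves were fitted and classified.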
S2 tox: Viability Counterscreen for Primary qHTS for Inhibitors of ATXN expression. S2 cells (HEK-293 line with an ATXN2-luciferase reporter) viability, CellTiter-Fluor protease fluorescence, 24 h. Potency, µM (top dose mostly 56.7 µM), most hits filed as cytotoxic. 400,000 tested, 0.49% active. AID 651635, 2014; further: potency means the concentration at half of the fitted maximal effect; nearly all actives have a fitted effect of over 40% in size
Active calls of the source: *; i = inactive; ? = inconclusive; · = not tested or not shown; [ ] = remark or other dose. Unless noted, the call rests on the fitted dose curve; in most records, active means well fitted curve in the direction sought with a large enough effect; inconclusive means small, poorly fitted or top-dose-only effect, or another doubt; inactive means no such curve, though single readings can be large; an effect the other way counts as inactive or inconclusive.

Fields: HT1080-NT tox	SW480 rereplic	ATXN2 expr inh	IL-1B inflam inh	KB-3-1 tox	HT1080 IDH1KD tx	MCF10A rerep	HepG2 tox	S2 tox
- CCCN(Cc1cc2cccc(C)c2[nH]c1=O)S(C)(=O)=O
  6.1%	-3.0%	-0.3%	8.8	6.3%	3.2%	0.5%	-0.5%	i
- CCOC(=O)c1c(NC(=O)CSc2nnc3c(n2)[nH]c2ccccc23)sc2c1CCN(C)C2
  -10.4%	?	-7.6%	73.9	2.8%	-19.5%	?	-41.7%	i
- COc1ccc(-c2nnc(-c3cccs3)o2)cc1OC
  -1.9%	-11.4%	35.2%[activator]	?	19.3%	-22.1%	-2.9%	-18.2%	i
- O=C(Nc1cccnc1)c1ccc(NS(=O)(=O)c2cc([N+](=O)[O-])ccc2Cl)cc1
  10.3%	0.4%	-10.2%	0.0	7.8%	0.7%	7.5%	3.5%	i
- CCOc1ccccc1C1C(C(=O)OC)=CN(C)C=C1C(=O)OC
  6.2%	?	0.3%	14.4	11.6%	1.3%	14.6µM*	0.7%	·
- CCCCOc1ccc(C(=O)NCC(=O)OCCCOC(=O)CNC(=O)c2ccc(OCCCC)cc2)cc1
  13.6%	·	·	13.6	13.0%	6.9%	·	2.5%	i
- O=C(NCc1ccccn1)C(F)(F)C(F)(F)C(=O)NCc1ccccn1
  ?	-4.6%	-5.9%	-15.3	7.5%	16.6%	-0.9%	2.8%	i
- COc1ccc(C(C(=O)NC2CCCCC2)N(C(=O)c2ccco2)c2ccccc2C(C)=O)cc1 (stereo unspecified)
  -0.7%	-1.0%	-0.5%	-14.4	-4.3%	-11.2%	-5.7%	2.5%	i
- COc1ccc(Cl)cc1NC(=O)Nc1ccc(C(=O)N2CCCC2)cc1
  ?	-13.0%	8.5%	-64.1*	-16.9%	?	13.1%	-18.5%	i
- O=S(=O)(c1ccc(SCc2ccccc2)nc1)N1CCCCC1
  -4.0%	?	11.7%	-15.5	0.0%	-4.1%	21.2%	-0.2%	i
- O=C(NC1CCCC1)C(c1ccccc1)n1c(CSCCOc2ccccc2)nc2ccccc21 (stereo unspecified)
  ?	·	·	23.8	-6.9%	-23.2%	·	·	·
- CC(C)N(Cc1nnc(-c2ccccc2Cl)o1)C(=O)COc1cccc(Cl)c1
  -5.4%	·	·	12.5	-10.6%	0.6%	·	-2.5%	i
- CC(C)Sc1nc2c([nH]c3ccccc32)c(=O)n1C
  4.3%	-4.6%	10.2%[11.3 µM]	35.5	27.8%	7.5%	23.9%	17.1%	i
- O=C(NP(=O)(N1CCCC1)N1CCCC1)C1=C(N2CCOCC2)/C(=C/c2cccc([N+](=O)[O-])c2)CC1
  17.9%	-32.2%	6.1%	0.0	1.2%	-6.4%	0.0%	-48.7%	i
- Cc1cc(OCC(=O)NC(Cc2c[nH]c3ccccc23)C(=O)O)ccc1Cl (stereo unspecified)
  ·	·	20.6%	·	6.2%	·	·	6.8%	i
- C/C=C/c1ccc(OCC(=O)Nc2cc(C(F)(F)F)ccc2N2CCOCC2)c(OC)c1
  2.8%	1.4%	8.2%	0.0	-5.6%	9.8%	3.3%	-21.8%	i
- O=C(C1COc2ccccc2O1)N1CCN(c2ccccc2Cl)CC1 (stereo unspecified)
  5.4%	-0.2%	2.2%	23.8	20.8%	21.9%	6.0%	-2.7%	i
- COc1ccc(NC(=O)CN2C(=O)NC3(CCCc4ccccc43)C2=O)c(OC)c1 (stereo unspecified)
  -0.8%	-1.2%	-3.9%	-22.8	1.9%	3.1%	-5.3%	-17.9%	i
- COc1cc2c(C)nc3c(cnn3-c3ccccc3)c2cc1OC
  ?	14.6%	12.7%	-15.2	7.5%	22.0%	29.0%	5.3%	i
- CCOC(=O)c1cc(-c2ccccc2)sc1NC(=O)CN1C(=O)NC(CC)(c2ccccc2)C1=O (stereo unspecified)
  ?	6.0%	·	?	-1.0%	-28.6%	?	-27.3%	·
- O=C(NCc1ccco1)Nc1nnc([C@H]2C[C@H](O)[C@@H](CO)O2)s1
  15.4%	·	-2.7%	16.8	1.5%	18.6%	·	16.5%	i
- O=C(NCS(=O)(=O)c1ccccc1)c1ccccc1
  19.6%	2.1%	1.8%	?	8.7%	12.6%	1.1%	0.3%	i
- Cc1ccc(NC(=O)OCc2cc(-c3ccccc3)on2)cc1
  -2.1%	-0.8%	26.3%	-7.6	-4.0%	3.2%	?	-15.2%	i
- CCOC(=O)N1CCN(c2nc(-c3cccs3)cc(C(F)(F)F)n2)CC1
  -9.3%	-5.5%	-15.8%	-15.8	-1.1%	-2.0%	7.8%	-5.2%	i
- Cc1ccc(-n2ncc3c(=O)[nH]c(SCC(=O)NCC4CCCO4)nc32)cc1 (stereo unspecified)
  -0.2%	7.4%	4.9%	15.1	5.5%	1.4%	-3.4%	-6.2%	i
- Cc1ccccc1-c1cc2c(nn1)-c1ccccc1C2=O
  -1.4%	?	-7.0%	32.3	-9.7%	-12.0%	?	-24.1%	?
- Cc1ccc2nc(NCc3ccccc3)c(C=O)c(=O)n2c1
  21.1%	-7.0%	8.3%	9.7	-0.3%	15.1%	5.1%	-6.2%	i
- O=C(Nc1ccc2c(c1)OCCO2)Nc1ccc2c(c1)OCO2
  -21.5%	1.0%	-26.9%	?	-0.4%	-2.7%	0.8%	1.0%	?
- O=C(CN(c1ccccc1F)S(=O)(=O)c1ccccc1)Nc1ccc2c(c1)OCCO2
  1.6%	12.8%	-2.5%	-1.5	·	-15.1%	4.5%	-13.2%	i
- O=C(O)c1ccc2c(c1)C(=O)N(c1ncccn1)C2=O
  20.6%	7.5%	3.3%	28.1	17.8%	14.6%	-24.4%	-5.3%	i
- CCc1ccc(O)c(C(=O)c2cnc3cc(-c4ccc(C)cc4)nn3c2)c1
  ·	·	2.8%	·	27.0%	·	·	3.7%	?
- COc1ccc(N2C(=O)C(Cl)=C(NCc3ccccc3)C2=O)cc1
  8.0%	-8.3%	9.2%	-6.8	6.7%	4.8%	-11.1%	0.9%	i
- O=C(c1ccc(Cl)cc1)N1CCOc2ccccc21
  -6.5%	13.2%	5.8%	-3.8	-6.4%	-0.8%	10.2%	-2.2%	i
- CCOc1ccccc1CNC(=O)C1CCN(S(=O)(=O)N2CCC(C)CC2)CC1
  1.9%	·	·	-19.0	0.2%	0.9%	·	-12.7%	i
- CCn1c2ccccc2c2cc(/C(C)=N/O)ccc21
  5.1%	-3.1%	-2.4%	?	?	12.3%	7.5%	-2.6%	i
- COc1ccc(C2CC(=O)CC(=O)C2n2cncn2)cc1 (stereo unspecified)
  5.1%	-11.9%	12.0%	-2.6	-4.6%	3.7%	-3.4%	3.6%	i
- COc1ccc(-c2sc3ccc(OC)cc3c2-c2ccc(OCCN3CCOCC3)cc2)cc1
  -14.0%	?	-20.6%	-8.9	0.0%	-18.2%	?	-64.2%	i
- CC(C)S(=O)(=O)c1ccc(C(=O)Nc2ccc(F)cc2F)cn1
  5.7%	2.7%	-5.4%	-6.3	19.6%	0.1%	-1.3%	3.1%	i
- c1ccc(-c2ccc(-c3ccncn3)cc2)cc1
  27.1%	-8.3%	46.6%[activator]	35.1	?	7.6%	4.3%	7.9%	i
- COc1ccc(-c2nc3c(n2O)CCc2c-3no[n+]2[O-])cc1
  11.0%	5.6%	11.3%	?	-1.4%	6.6%	0.0%	-9.6%	i
- CC(C)NC(=O)Cn1cnc2c1c(=O)n(C)c(=O)n2C
  -2.6%	-2.6%	-9.9%	0.3	1.0%	0.8%	0.4%	-8.3%	i
- CCOC(=O)C(C(=O)N(C)Cc1ccccc1)C1CCCCC1 (stereo unspecified)
  -2.5%	?	·	-9.1	-4.8%	-0.4%	-1.6%	0.0%	i
- COc1ccc(-n2nc(C(=O)NCC(=O)N3CCCC3)c3ccccc3c2=O)c(OC)c1
  -5.0%	3.2%	14.2%	-12.1	20.3%	-7.7%	1.2%	4.3%	i
- Cc1ccc(NC(=O)C2(C)CCN2C(=O)Cc2ccccc2Cl)cc1C (stereo unspecified)
  -0.1%	·	3.4%	-20.4	0.0%	-0.2%	·	-1.9%	i
- CC(=O)N1N=C(c2cccc(NS(C)(=O)=O)c2)CC1c1cccs1 (stereo unspecified)
  4.0%	-0.9%	-6.3%	52.0	14.9%	3.7%	-31.2%[inhibitor]	-5.9%	i

Random excerpt: 3 records from the list, in no set order.
Fields: HT1080-NT tox	SW480 rereplic	ATXN2 expr inh	IL-1B inflam inh	KB-3-1 tox	HT1080 IDH1KD tx	MCF10A rerep	HepG2 tox	S2 tox
- O=C(Nc1cccnc1)c1ccc(NS(=O)(=O)c2cc([N+](=O)[O-])ccc2Cl)cc1
  10.3%	0.4%	-10.2%	0.0	7.8%	0.7%	7.5%	3.5%	i
- CCOC(=O)c1c(NC(=O)CSc2nnc3c(n2)[nH]c2ccccc23)sc2c1CCN(C)C2
  -10.4%	?	-7.6%	73.9	2.8%	-19.5%	?	-41.7%	i
- CCOC(=O)C(C(=O)N(C)Cc1ccccc1)C1CCCCC1 (stereo unspecified)
  -2.5%	?	·	-9.1	-4.8%	-0.4%	-1.6%	0.0%	i
